# 12-LOX inh: Primary qHTS assay for inhibitors of human arachidonate 12S-lipoxygenase (ALOX12): Round 2 | 1.1% of 580,000 active | purified 12hLO, xylenol orange hydroperoxide absorbance | Potency, µM (titrated, usually from 108 µM), without a hit: top-dose activity change, negative = inhibition, actives largely listed as inhibitors; also: potency is read from the fitted curve at half-maximal effect; % is scaled to controls: 0 for no effect and ±100 for the full control effect
# Target sequence (P18054 whole entry, looked up): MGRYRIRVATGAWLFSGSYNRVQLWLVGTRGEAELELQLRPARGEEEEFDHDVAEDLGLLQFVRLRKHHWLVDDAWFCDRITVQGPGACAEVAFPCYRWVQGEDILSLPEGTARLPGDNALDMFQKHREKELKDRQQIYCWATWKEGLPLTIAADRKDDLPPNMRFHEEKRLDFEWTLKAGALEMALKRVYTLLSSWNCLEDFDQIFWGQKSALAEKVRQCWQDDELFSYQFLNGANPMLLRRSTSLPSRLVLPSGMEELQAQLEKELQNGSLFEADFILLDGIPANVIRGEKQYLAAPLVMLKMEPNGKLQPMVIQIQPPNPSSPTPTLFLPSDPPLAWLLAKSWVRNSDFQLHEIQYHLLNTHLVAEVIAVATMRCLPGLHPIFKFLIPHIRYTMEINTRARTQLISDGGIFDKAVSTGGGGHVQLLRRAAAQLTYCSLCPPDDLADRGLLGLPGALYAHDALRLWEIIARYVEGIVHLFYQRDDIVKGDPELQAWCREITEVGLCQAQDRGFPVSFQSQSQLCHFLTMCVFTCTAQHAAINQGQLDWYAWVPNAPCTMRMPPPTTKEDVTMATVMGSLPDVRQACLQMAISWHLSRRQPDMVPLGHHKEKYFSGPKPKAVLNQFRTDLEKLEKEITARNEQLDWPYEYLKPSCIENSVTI
#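 Purified human 12hLO (150 nM final) in 25 mM Hepes, 0.01% Triton X-100, pH 7.0 was preincubated 15 min at room temperature with compound. Then 40 uM arachidonic acid was added, 30 min. Hydroperoxide was read by Fe-XO absorbance ratio 573/405 nm.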
# RGS4 inh: Inhibitors of Regulator of G Protein Signaling (RGS) 4: qHTS. Regulator of G-protein signaling 4 (Homo sapiens), P49798. Transcreener GDP fluorescence polarization, RGS4-accelerated GTP hydrolysis. Potency, µM (top dose mostly 114 µM), inactives show at the top dose activity change, negative = inhibition, actives largely listed as inhibitors. 0.039% of 390,000 active; also: potency is read from the fitted curve at half-maximal effect; % is scaled to controls: 0 for no effect and ±100 for the full control effect; nearly all actives have a fitted effect of over 75% in size; some results filed as inactive show a strong effect at the top dose
#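 MLSMR compounds (23 nl, pin-transferred) preincubated 10 min at room temperature with a 500nM (2x) first reagent, then RGS4 at 900nM (2x) plus Transcreener GDP mix added; fluorescence polarization (620/688 nm) read before and after 90 min at 30 °C.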
# LDHA block: qHTS assay for inhibitors of human lactate dehydrogenase; L-lactate dehydrogenase A chain (Homo sapiens), P00338; 0.15% of 480,000 active; AID 1347041, 2019; activity change, % (values are at about 110 or 230 µM); purified LDHA, NADH/diaphorase-resazurin fluorescence; stronger effect = lower value; in the data active = activity change below about -30%; inconclusive = mostly about -25% to -30%;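 also: plate controls were DMSO wells for no effect and wells without enzyme for full effect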
#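 Human LDH5 at 2 nM final in Tris HCl pH 7.4 with 0.06 mM NADH and 0.2 mM pyruvate, reacted 5 minutes at room temperature. Remaining NADH coupled via diaphorase/resazurin; resorufin fluorescence read at 0 and 20 minutes, normalized to enzyme-free and DMSO wells.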
# D2 antag: HTS Assay for Allosteric Antagonists of the Human D2 Dopamine Receptor: Primary Screen for Antagonists | 2% of 340,000 active | HEK293 TREx D2 cells, calcium flux, dopamine EC80 | inhibition, % at 10 µM; in the data active = inhibition above about 30%; also: 0% is about no effect
# Target sequence (P14416 whole entry, looked up): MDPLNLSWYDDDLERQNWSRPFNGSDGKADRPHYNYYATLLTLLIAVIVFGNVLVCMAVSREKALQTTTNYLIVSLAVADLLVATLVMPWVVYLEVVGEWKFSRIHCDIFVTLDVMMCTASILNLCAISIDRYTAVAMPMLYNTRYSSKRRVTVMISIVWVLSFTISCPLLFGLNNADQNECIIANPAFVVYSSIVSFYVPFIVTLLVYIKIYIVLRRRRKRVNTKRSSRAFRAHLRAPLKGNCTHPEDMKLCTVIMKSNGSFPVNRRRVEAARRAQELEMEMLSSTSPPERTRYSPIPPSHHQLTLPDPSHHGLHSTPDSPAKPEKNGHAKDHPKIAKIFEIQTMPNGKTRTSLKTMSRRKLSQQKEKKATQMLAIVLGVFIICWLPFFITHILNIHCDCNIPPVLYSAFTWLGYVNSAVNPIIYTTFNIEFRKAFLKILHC
#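 Overnight-induced (tetracycline, 30 C) HEK293 T-REx cells carrying force-coupled D2 receive a no-wash calcium dye, then compound, then EC80 dopamine at 180 s; signals are read kinetically throughout.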
# ERG-DNA inh: qHTS for Small Molecule Inhibitors of the ERG Ets/DNA interaction | 0.028% of 370,000 active | Potency, µM (doses to about 76.9 µM), for inactives: top-dose FP activity, negative = inhibition, actives largely listed as inhibitors | fluorescence polarization, His-ERG Ets domain / labelled DNA; active = well fitted inhibition curve with a large enough effect in the polarisation, with a control signal flat; inconclusive = small, poorly fitted or top-dose-only effect, or effect the other way, or a change in a side signal; inactive = no such curve, though single readings can be large or run the other way; the % refers to the polarisation;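 also: polarization taken with two DNA probes labelled with fluorescein and Texas red; potency is read from the fitted curve at half-maximal effect; % of control where 0% means no effect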
#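 His-tagged ERG Ets domain (1 uM in the protein solution; 300mM KCl, 50mM Tris-HCl, 1mM EDTA, 1mM DTT, pH 7.5) received compound, then a probe mix of 5 nM fluorescein-DNA and 100nM Texas-615-DNA. Fluorescence polarization was read for both dyes.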
# Vif-A3F inh: qHTS for Inhibitors of Vif-A3F Interactions: qHTS | HeLa A3F-eYFP + Vif (tagged APOBEC3F with the HIV-1 protein that degrades it), YFP fluorescence increase | Potency, µM (highest dose often 46.1 µM), for inactives: top-dose activity, negative = active | 0.2% of 390,000 active | AID 602313, 2012; also: potency is read from the fitted curve at half-maximal effect; % of control where 0% means no effect; nearly all actives have a fitted effect of over 65% in size
#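 Fluorescence increase (Ex 488/Em 500-530) after overnight compound treatment at 37 deg C flags inhibition of Vif-driven A3F-eYFP loss in stable HeLa A3F-eYFP/Vif cells seeded overnight beforehand.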
# D2 ag: HTS Assay for Allosteric Agonists of the Human D2 Dopamine Receptor: Primary Screen for Agonists; activation, % at 2 µM; D(2) dopamine receptor (Homo sapiens), P14416; HEK293 T-REx D2 cells, calcium flux agonist mode; 0.53% of 340,000 active;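 active = activation over 3 SD above normal in the single-dose calcium agonist read, cut at about 30% in these data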; also: 0% is about no effect
#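 HEK293 Trex D2 cells, tetracycline-induced, o/n 30 C 5% CO2; no-wash Ca dye, RT 30–90 min; 10-cycle baseline, 23 nl cpd added, kinetic Ca read 180 s; agonist hits = positive Ca response.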
# Vif-A3G inh: qHTS for Inhibitors of Vif-A3G Interactions: qHTS; DNA dC->dU-editing enzyme APOBEC-3G (Homo sapiens), Q9HC16; HeLa A3G-eYFP + Vif (tagged APOBEC3G with the HIV-1 protein that degrades it), YFP fluorescence, overnight; Potency, µM (top dose mostly 46.1 µM), for the others: at the highest dose activity, negative = active, usual class: inhibitors; 0.076% of 410,000 active;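 also: potency is read from the fitted curve at half-maximal effect; % is scaled to controls: 0 for no effect and ±100 for the full control effect; nearly all actives have a fitted effect of over 60% in size; hits raise eYFP signal because A3G escapes Vif-driven loss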
#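 HeLa cells stably expressing Vif and C-terminally eYFP-tagged A3G, seeded overnight at 37 deg C, then exposed to compound by pintool overnight at 37 deg C. Rise in yellow fluorescence (Ex 488/Em 500-530, Acumen) marks blocked Vif-driven A3G degradation.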
# Glioma ERSR ind: qHTS for Inducers of the Endoplasmic Reticulum Stress Response (ERSR) in Human Glioma: qHTS; U87-MG GRP78 promoter luciferase reporter, 16 h; Potency, µM, without a hit: top-dose activation, usual class: activators; 0.02% of 420,000 active; also: potency is read from the fitted curve at half-maximal effect; series mostly up to about 76 µM; % of control where 0% means no effect; nearly all actives have a fitted effect of over 35% in size
#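 Stably transfected U87-MG glioma cells carrying a GRP78-based luciferase sensor; 16 h compound incubation. Luminescence end-point read 10 min after Bright-Glo addition at room temperature.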
# * marks the source's active call; other numbers are inactive results; ? = inconclusive; · = no result given; & = joins results of further samples; [ ] = dose if it differs, or a comment. Unless noted, calls follow the shape of the dose curve; as a rule, active = well fitted curve in the direction sought with a large enough effect; inconclusive = small, poorly fitted or top-dose-only effect, or another doubt; inactive = no such curve, though single readings can be large; an effect the other way counts as inactive or inconclusive. These rows are one share of the data (hit frequency here may not be typical).
SMILES,12-LOX inh,RGS4 inh,LDHA block,D2 antag,ERG-DNA inh,Vif-A3F inh,D2 ag,Vif-A3G inh,Glioma ERSR ind
O=C(Cc1ccccc1)Nc1cc(C(=O)c2ccccc2)ccc1N1CCOCC1,-49%,-7%,0,-4,1%,-2%,-0.6,-4%,-1%
CCCc1cc(C(=O)Nc2ccccc2C(=O)OC)no1,47%[activator],-14%,0,-20,?,2%,-0.4,-1%,0%
Cc1ccc(S(=O)(=O)Nc2ccc3cn[nH]c3c2)cc1C,-24%,-9%,-2,·,3%,-11%,·,-4%,-4%
CCN(CC)C(=O)CSc1ncnc2sc(-c3ccccc3)cc12,-14%,11%,0,-7,3%,1%,0.0,0%,7%
CCC(C)[C@H](NC(=O)N1CCC(C)CC1)C(=O)OC (some centres not stated),?,9%,-5,-4,-2%,1%,-1.2,-3%,-2%
COC(=O)c1cc2cc(OC)ccc2n1C,-5%,-1%,-3,1,-1%,3%,-1.6,-3%,2%
O=C1CCC(C(=O)OCc2nnc(-c3ccc(Br)cc3)o2)=NN1,5%,-21%,-2,-11,-6%,3%,-0.1,-5%,-2%
Cc1cc(C)cc(N2C(=O)CC(Sc3nnnn3-c3ccccc3)C2=O)c1 (configuration not stated),5%,25%,-5,21,6%,-15%,0.5,-22%,-14%
O=C(Nc1nnc(-c2ccc3c(c2)OCCO3)o1)c1ccc(Cc2ccccc2)cc1,4%,?,-1,-11,5%,-3%,2.0,-4%,-2%
Cc1cc(NC(=O)COC(=O)c2n[nH]c3ccccc23)no1,-21%,12%,-10,-7,0%,-2%,0.4,1%,-1%
Oc1c(/C=N/c2ccccn2)sc2ccccc12,?,-11%,-2,·,96%[activator],7%,·,-10%,-4%
Cc1ccc(NC(=O)C2CCCN2S(=O)(=O)c2ccc3c(c2)C(C)(C)C(=O)N3C)cc1 (configuration not stated),-6%,4%,4,·,-1%,-5%,0.1,2%,-2%
O=C(c1cc2cc(Cl)ccc2o1)N1CCCC1,-21%,-8%,-1,-10,17%,3%,-0.4,-7%,10%
c1ccc(C(Cc2nc(-c3ccccn3)no2)c2ccccc2)cc1,172%[activator],1%,4,13,4%,·,2.1,0%,-8%
CCCCC(=O)Nc1nc2ccc3nc(C)sc3c2s1,3%[57.4 µM],-18%,1,-8,0%,-2%,-0.3,-1%,-1%
O=C(/C=C/c1ccccc1)Oc1ccc(C(=S)N2CCOCC2)cc1,-22%,-52%,0,-16,7%,-1%,0.8,-1%,1%
Cc1cccc(NC(=O)CNC(=O)COc2cc(F)ccc2[N+](=O)[O-])c1C,-22%,?,-9,-9,1%,2%,-0.3,0%,-2%
CCC1=Nc2cc(C(=O)O)ccc2Sc2ccc(Cl)cc21,25%[57.4 µM],3%,-3,5,2%,-10%,-0.3,6%,0%
CCc1cccc2c(C(=O)CSc3nnc(C4CC4)o3)c[nH]c12,1%&12%,-12%,-10&2,-6,-6%,-12%,1.5,-2%,3%
CCN(CC)C(=O)Cn1cnc2sc(C)c(S(=O)(=O)N3CCC(C)CC3)c2c1=O,-5%,-2%,2,-4,-1%,4%,1.3,-1%,-6%

# Reprinted from the part before: two compounds, followed by the next part.
SMILES,12-LOX inh,RGS4 inh,LDHA block,D2 antag,ERG-DNA inh,Vif-A3F inh,D2 ag,Vif-A3G inh,Glioma ERSR ind
CCc1cccc2c(C(=O)CSc3nnc(C4CC4)o3)c[nH]c12,1%&12%,-12%,-10&2,-6,-6%,-12%,1.5,-2%,3%
CCN(CC)C(=O)Cn1cnc2sc(C)c(S(=O)(=O)N3CCC(C)CC3)c2c1=O,-5%,-2%,2,-4,-1%,4%,1.3,-1%,-6%
CN(CCC(=O)c1ccccc1)CCC(=O)c1ccccc1,-19%,0%,-19,1,-5%,0%,5.4,3%,-7%
O=C(Nc1ccc(F)cc1)C1CCN(C(=O)c2ccc(F)cc2)CC1,137%[activator],4%,2,-6,12%,-7%,0.3,-1%,2%
COc1ccc(S(=O)(=O)N2C[C@H]3CON(C)[C@H]3C[C@H]2c2ccc(-c3cc4ccccc4o3)cc2)cc1,7%,·,-7,·,·,-12%,·,2%,-11%
CCN1CCC(N(Cc2ccc3c(c2)OCO3)C(=O)Nc2cc(F)ccc2F)CC1,-1%,13%,-4,·,-1%,5%,1.0,3%,0%
COc1ccc(-c2nc3cc(NC(=O)COc4ccc(F)cc4)ccc3o2)cc1,?,-23%,-2,·,2%,·,1.5,·,·
C/C(=N\O)c1oc2ccc3c(C)cc(=O)oc3c2c1C,-11%,-4%,-9,2,1%,2%,0.1,6%,-7%
CCNc1nc(N)nc(Oc2ccc(OCCOc3ccc(Cl)cc3Cl)nn2)n1,-19%,-1%,1,0,·,-2%,-0.1,0%,-3%
COc1ccc(N2CCN(C(c3ccccc3)c3nnnn3Cc3ccccc3)CC2)cc1 (configuration not stated),·,11%,-2,·,·,·,·,1%,-3%
O=C(O)c1ccc(Cn2cnc3scc(-c4ccccc4)c3c2=O)cc1,-6%,-15%,-1,13,-5%,19%,1.2,-8%,-4%
Cc1ccccc1N1CCN(C2CCCN(C(=O)CN3CCCC3=O)C2)CC1 (configuration not stated),0%,22%,-3,·,-3%,-2%,·,1%,-4%
COc1ccc(OC)c(S(=O)(=O)N2CCC3(CC2)OCCN3S(=O)(=O)c2cccs2)c1,-2%,16%,0,-6,-9%,-14%,-1.1,0%,-3%
NS(=O)(=O)c1ccc(NC(=O)CCC(=O)c2cccs2)cc1,28%,9%,-5,-16,-6%,6%,0.3,2%,-1%
COc1ccc(-c2noc(CN(C)S(=O)(=O)c3ccc(Cl)cc3)n2)cc1OC,13%,-7%,0,0,-1%,1%,0.7,5%,-1%
Cn1c2ccccc2c2cc(/C=N/NC(=O)c3ccccc3F)ccc21,1%,57%[activator],-2,10,3%,-5%,-0.7,?,?
CCCNC(=O)C1(C)CCCN(Cc2ccccc2Cl)C1 (configuration not stated),-14%,·,-10,·,·,·,·,0%,0%
COc1ccc2c(C=O)cn(C)c2c1,-28%,-2%,-5,7,-6%,0%,0.2,0%,-4%
CCNC(=O)c1ccc(C2SCC(=O)N2CCc2ccccc2)cc1 (configuration not stated),3%,-5%,-7,-11,7%,1%,0.7,4%,-6%
O=C(Nn1cnc2ccccc2c1=O)C1CCCCC1,13%,-7%,-3,-7,·,-6%,-1.4,0%,-2%
Cc1cccc(CS(=O)(=O)Cc2ccc(C(=O)NCCCN3CCCC3)o2)c1,8%,-11%,-3,-12,8%,-5%,-0.4,-1%,-1%
Cc1ccc(-n2nnnc2-c2cnc(N3CCCC3)nc2C(F)(F)F)cc1,29%,-41%,-2,-1,-3%,1%,0.4,-13%,-2%
CCCNC(=O)C(=O)NCC(c1ccc2c(c1)OCO2)N1CCOCC1 (configuration not stated),0%,-10%,-4,·,-1%,0%,0.9,0%,-3%
O=S(=O)(NCc1cc(-c2ccccc2Cl)no1)c1ccc(Cl)cc1,?,-94%[56.9 µM],-2,·,3%,-11%,·,0%,-5%
CC1(OC(=O)c2cccs2)C(=O)C=C2C=C3CCCN3C=C2C1=O (configuration not stated),·,?,2,15,-20%,0%,-0.1,1%,-1%
COc1cc(/C=N/NC(=O)c2cccnc2)ccc1OS(=O)(=O)c1cc(C)ccc1C,5%,-7%,-7,-3,-3%,16%,2.4,-10%,-3%
CCc1ccc(NC(=O)CSc2nnc(-c3cnccn3)n2Cc2ccco2)cc1,0%,-19%,-4,-14,7%,-11%,-1.9,-5%,-5%
Cc1cccc(C(=O)Nc2ccc3nc(SCC(=O)N4CCc5ccccc54)sc3c2)c1,-16%,7%,-2,·,6%,-9%,-1.8,-2%,0%
CCOC(=O)CC(=O)Nc1c(C)cc(C)cc1C,15%,40%,-4,-18,1%,-6%,-0.6,1%,-3%
Cc1nnc(-c2cccc(Br)c2)c2cn(-c3cccc(Br)c3)nc12,-14%,?,1,13,-3%,-1%,-0.9,-10%,-8%
Cn1c(CCN2CCN(c3ccccn3)CC2)nc2cc(NS(=O)(=O)c3ccc(F)cc3)ccc21,-1%,·,1,·,·,-10%,·,-13%,-5%
S=C(Nc1ccccc1)Nc1ccc(OCc2ccccc2)cc1,-20%,-17%,0,0,1%,-10%,0.1,1%,1%
O=C(CCc1nnc(C2CCCCC2)o1)NCCCOc1cccnc1,-7%,23%,-7,2,1%,?,0.6,5%,-2%
CCN(CC)CCOC(=O)c1ccc(Cl)cc1Cl,-19%,20%,-3,33*,11%,?,-0.7,-3%,0%
Brc1ccc(/C=N/Nc2ccc3ccccc3n2)cc1,-10%,12%,-7,-7,-11%,-16%,0.8,1%,6%
O=C(NN=Cc1ccc(F)c(F)c1)c1ccc(NS(=O)(=O)c2cccs2)cc1,?,12%,-8,·,1%,-1%,·,-7%,1%
O=C1C(=O)c2ccccc2C([O-])=C1[n+]1ccccc1,-12%,20%,4,16,-7%,1%,1.1,0%,-5%

# Screens: PubChem, National Center for Advancing Translational Sciences (NCATS)
